Jurkat NFkB inh: lowers PMA/ionomycin-induced NF-kB signal in Jurkat cells; PMA/ionomycin-induced NF-kB luciferase reporter, luminescence; inhibition, % at 4 µM; actives 0.53% (n = 330,000); AID 435003
697 NFkB inh: inhibitors of the PMA/ionomycin-induced NF-kB reporter in 697 B cells; 697 B-cell NF-kB luciferase reporter, 16 h; inhibition, % at 4 µM; actives 0.33% (n = 330,000); AID 435022; in the data active = inhibition above about 35%
SENP8 inh: blocks the human protease SENP8; Q96LD8; purified SENP8, Z-RLRGG-aminoluciferin cleavage, luminescence; inhibition, % at 10 µM; actives 1.2% (n = 330,000); AID 2540
Target sequence (Q96LD8 whole entry, looked up): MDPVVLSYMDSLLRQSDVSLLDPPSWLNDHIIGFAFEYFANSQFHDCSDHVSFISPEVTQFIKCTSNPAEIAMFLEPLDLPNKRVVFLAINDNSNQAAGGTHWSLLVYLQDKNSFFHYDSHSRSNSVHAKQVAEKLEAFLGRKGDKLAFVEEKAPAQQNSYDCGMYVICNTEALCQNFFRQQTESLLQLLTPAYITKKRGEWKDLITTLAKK
CCR6 antag: antagonists of human CCR6 receptor; actives 0.49% (n = 340,000); P51684; CHO-K1 CCR6 PathHunter beta-arrestin, luminescence, CCL20-stimulated; inhibition, % at 20 µM;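 active = compounds whose inhibition of the agonist-driven luminescence signal at 20 µM reaches about 50%, limit read from the data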;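 note: cells stimulated with CCL20 at 14 nM final; plate controls were DMSO with CCL20 for no effect and DMSO without agonist for full effect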
Target sequence (P51684 whole entry, looked up): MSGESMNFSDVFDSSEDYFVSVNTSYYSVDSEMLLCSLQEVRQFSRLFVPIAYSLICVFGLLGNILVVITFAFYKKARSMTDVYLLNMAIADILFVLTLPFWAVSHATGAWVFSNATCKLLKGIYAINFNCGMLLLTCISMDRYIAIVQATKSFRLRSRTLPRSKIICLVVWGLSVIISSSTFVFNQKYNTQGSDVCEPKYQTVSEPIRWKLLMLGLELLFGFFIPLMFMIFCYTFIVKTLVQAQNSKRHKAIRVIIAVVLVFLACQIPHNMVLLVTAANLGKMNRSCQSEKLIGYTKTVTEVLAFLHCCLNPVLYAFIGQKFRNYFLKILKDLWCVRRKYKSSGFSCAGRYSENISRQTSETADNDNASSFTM
Gli-Sufu block: blocks Gli-Sufu signaling in a luciferase reporter; Sufu-KO-LIGHT fibroblasts, Gli luciferase reporter luminescence; AID 588413; inhibition, % at 5 µM; actives 0.74% (n = 340,000);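 active = inhibition above about 55%, limit read from the data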;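 note: 0% = DMSO-treated cells and 100% = wells with medium but no cells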
Apaf-1 inh: blocks human Apaf-1 apoptosome activity | O14727 | reconstituted apoptosome caspase-3 activity, DEVD-Rh110 fluorescence | inhibition, % at 20 µM | actives 0.71% (n = 330,000) | AID 489030; active = inhibition of at least 40% at 20 µM;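 note: plate controls were DMSO wells for no effect and DEVD-CHO caspase inhibitor wells for full effect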
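Material: cell-free apoptosome with Apaf-1, procaspase-3 and caspase-9; Buffer or medium: Hepes pH 7.5 with detergent and BSA; Reagent: cytochrome c trigger plus (Z-DEVD)2-Rh110 caspase-3 substrate; Times: compound with Apaf-1, dATP, procaspase-3 30 min, then 50 min reaction, room temperature; Technique: Rh110 fluorescence intensity.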
EBI2 block: antagonists of human EBI2 receptor | actives 0.81% (n = 360,000) | P32249 | EBI2 beta-arrestin recruitment, luminescence, 7a,25-OHC stimulated | AID 651636 | inhibition, % at 5 µM; in the data active = inhibition above about 38%;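 note: enzyme fragment complementation signal reports receptor beta-arrestin coupling in cells; 0% = agonist plus DMSO wells and 100% = wells without agonist; some results beyond the cut were filed as inactive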
Target sequence (P32249 whole entry, looked up, the tested form may be a part): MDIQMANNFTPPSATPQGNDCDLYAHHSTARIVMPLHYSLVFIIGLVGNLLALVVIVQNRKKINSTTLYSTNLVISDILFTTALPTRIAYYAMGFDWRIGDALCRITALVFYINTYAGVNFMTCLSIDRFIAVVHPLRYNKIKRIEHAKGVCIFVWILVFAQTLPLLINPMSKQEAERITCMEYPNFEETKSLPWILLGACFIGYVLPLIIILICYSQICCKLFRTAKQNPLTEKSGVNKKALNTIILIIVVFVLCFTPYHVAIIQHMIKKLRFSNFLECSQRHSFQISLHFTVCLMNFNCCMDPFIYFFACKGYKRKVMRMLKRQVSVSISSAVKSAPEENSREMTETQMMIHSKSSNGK
UBC13 polyUb: blocks human UBC13 polyubiquitin chain formation; P61088; TR-FRET; inhibition, % at 20 µM; actives 0.47% (n = 330,000); AID 485273; in the data active = inhibition above about 45%, passing the limit was not always enough
* hit, by the source's call; . = no result given. Cut-off read from the data, not from the text of the source, unless noted: active = inhibition above about 50%; inactive = the rest.

SMILES	Jurkat NFkB inh	697 NFkB inh	SENP8 inh	CCR6 antag	Gli-Sufu block	Apaf-1 inh	EBI2 block	UBC13 polyUb
O=C(O)c1cccc2c1-c1ccccc1/C2=N\Nc1ccccc1	-28.3	-72.4	4.2	2.0	-55.3	7.0	-0.1	-8.3
Cc1cc(C)n2nc(SCn3nnc4ccccc4c3=O)nc2n1	7.0	10.2	3.2	9.7	-5.7	0.1	-0.9	-2.4
Clc1ccc(CN2CCN(/N=C/c3ccco3)CC2)cc1	-10.2	14.2	1.4	-1.1	0.9	-0.8	-4.8	4.5
CCN(CC(=O)Nc1ccc(OC)cc1)C(=O)c1ccccc1Sc1ccccc1C#N	-0.2	10.3	3.3	7.9	2.4	31.7	-0.2	21.4
CCn1c(CNC(=O)c2ccco2)nnc1SCC(=O)c1ccccc1	2.5	-20.2	-2.8	1.6	0.8	3.0	-9.3	-3.9
Cc1ccc(/C=C/C(O)=C2/C(=O)N(C)C3(C)CC2c2ccccc2O3)cc1 (stereo unspecified)	10.4	-10.0	4.3	-0.1	17.6	14.8	18.2	7.0
O=C(COc1ccccc1-c1ccccc1)N/N=C/c1ccncc1	-2.2	-2.4	3.8	6.4	-14.0	4.2	9.8	9.1
Cc1[nH]n(C2=NCCS2)c(=O)c1N=Nc1cccc(C(F)(F)F)c1	3.4	15.3	19.5	58.1*	25.6	-1.9	15.6	-38.4
Cc1cc(=O)oc2cc(OCC(O)CN3CCN(c4ccc(F)cc4)CC3)ccc12 (stereo unspecified)	-14.7	5.3	-7.1	-2.2	2.9	-12.2	-6.3	6.8
O=C(Cn1nc(C(=O)O)c2ccccc2c1=O)Nc1ccc(Br)cc1	-18.1	-19.1	-3.7	2.8	15.5	14.6	10.9	-4.9
O=C(COc1ccc2c(c1)OCO2)NCc1cccs1	-0.4	4.5	-1.3	-1.2	3.5	-3.9	0.6	16.6
Cc1ccc(S(=O)(=O)C2(C(=O)NC3CCCC3)CC2)cc1	2.4	4.7	2.1	0.1	-2.9	-12.6	-1.3	1.0
C/C(N)=C(/C#N)C(=O)CSc1nnnn1-c1ccccc1	6.3	-3.5	-7.7	-2.9	-2.6	0.9	-3.8	-3.9
COc1cnc(-c2ccccn2)nc1NC(C)C	12.4	-5.2	6.6	5.1	41.9	-6.6	-14.6	-13.9
S=C1NCCOCCOCCOCCNC(=S)NCCOCCOCCOCCN1	-13.0	-6.2	-10.2	-0.2	3.9	3.5	-15.7	-0.8
CCSc1nc2sc3c(c2c(=O)n1CC)CC(C)(C)OC3	11.0	-11.9	0.2	11.5	-4.9	-6.6	15.0	0.2
Nc1c(NCCN2CCOCC2)c2ccccc2oc1=O	-18.5	10.5	1.1	9.1	2.3	12.5	1.8	4.2
COc1ccc(S(=O)(=O)CC(=O)Nc2ccccc2Cl)cc1	13.1	7.0	5.5	8.2	8.8	-1.9	-1.4	5.2
Clc1ccc2c(c1)C=Nc1c(NCc3ccccc3)ncnc1O2	3.5	-2.9	3.3	-9.8	0.4	-4.7	2.6	6.4
CCOC(=O)/C(C#N)=C1\Nc2ccccc2N=C1N(CC(C)C)CC(C)C	-4.8	2.6	-4.1	26.2	-8.0	7.1	-5.7	-2.4
CN1CCN(C(=S)Nc2cc(S(=O)(=O)N3CCOCC3)ccc2Cl)CC1	3.6	1.8	-10.9	-1.2	9.3	-9.2	1.6	-19.8
COc1ccc(S(=O)(=O)NNC(=O)c2sccc2-n2cccc2)cc1	-0.3	4.3	-0.8	-4.5	2.2	6.8	2.6	6.2
CCc1c(C)nc2ncnn2c1NCCc1ccc(Cl)cc1	35.4	5.5	-2.0	2.0	47.8	-0.1	-1.6	23.6
O=C(NCCC1=CCCCC1)c1ccc(F)cc1	-130.3	-213.6	-18.7	-21.6	-97.9	-5.3	-2.2	-8.6
C=CCn1c(C)c(C(C)=O)c(N2CCN(C(c3ccccc3)c3ccccc3)CC2)nc1=S	16.5	-16.5	1.7	23.5	30.1	7.1	53.9*	3.1

Some of the entries so far, as labelled records.
SMILES: COc1ccc(S(=O)(=O)NNC(=O)c2sccc2-n2cccc2)cc1
  Jurkat NFkB inh: -0.3
  697 NFkB inh: 4.3
  SENP8 inh: -0.8
  CCR6 antag: -4.5
  Gli-Sufu block: 2.2
  Apaf-1 inh: 6.8
  EBI2 block: 2.6
  UBC13 polyUb: 6.2

SMILES: COc1cnc(-c2ccccn2)nc1NC(C)C
  Jurkat NFkB inh: 12.4
  697 NFkB inh: -5.2
  SENP8 inh: 6.6
  CCR6 antag: 5.1
  Gli-Sufu block: 41.9
  Apaf-1 inh: -6.6
  EBI2 block: -14.6
  UBC13 polyUb: -13.9

(continued)
SMILES	Jurkat NFkB inh	697 NFkB inh	SENP8 inh	CCR6 antag	Gli-Sufu block	Apaf-1 inh	EBI2 block	UBC13 polyUb
O=C1C2CC=CCC2C(=O)N1Cc1ccccc1 (stereo unspecified)	2.3	-3.8	-6.6	11.7	4.4	-0.5	-12.4	-9.0
Cc1ccc(C)c(NC(=O)CCC(=O)NNS(=O)(=O)c2ccc(Cl)cc2)c1	6.9	-1.7	0.8	0.7	.	-3.0	-3.5	2.4
CCS(=O)(=O)c1nc(S(=O)(=O)c2ccc(Cl)cc2)c(N2CCC(C(N)=O)CC2)s1	2.1	6.2	-1.4	8.5	0.8	10.2	10.5	-2.6
Cc1c(C(=O)NCC2CCCO2)sc2nc(-c3ccccc3)cn12 (stereo unspecified)	-21.0	-1.1	-3.4	-11.4	-19.2	1.4	1.8	-3.6
COc1ccccc1OCCNC(=O)c1ccc(C)c(S(=O)(=O)N2CCOCC2)c1	-2.6	17.6	-9.6	13.8	-4.9	7.9	4.6	0.5
CC(=O)Nc1ccc(C(=O)NC(CC(=O)O)c2ccc(Cl)cc2)cc1 (stereo unspecified)	1.9	4.9	-6.3	18.3	19.9	-7.6	-3.8	-7.1
O=C(Nc1ccc(F)cc1)N1CCC(c2nc3c(nnn3Cc3ccccc3Cl)c(=O)[nH]2)CC1	8.4	12.2	4.1	13.9	7.0	15.0	6.6	12.2
COc1cc(/C=N/S(=O)(=O)CCc2ccccc2)cc(OC)c1O	6.9	-13.1	4.1	15.6	-1.6	-8.8	-12.2	8.6
CCN(C[C@H]1N[C@@](Cc2ccccc2)(C(=O)OC)[C@H]2C(=O)N(Cc3ccccc3)C(=O)[C@@H]12)C(=O)c1ccccc1	-9.9	-12.5	0.2	13.8	8.4	21.1	9.4	7.1
CCCCOc1cccc(C(=O)Nc2ccc(S(=O)(=O)Nc3nnc(CC)s3)cc2)c1	2.3	-0.2	12.4	0.8	3.5	17.6	-4.0	-12.5
COc1ccc(C(=O)N(Cc2ccccc2)c2cccc(C)c2)cc1	-17.3	-16.2	-18.5	5.4	-10.6	17.5	3.2	0.9
CCCn1c(Cc2ccccc2)nnc1SC(C)C(=O)NC1CC1 (stereo unspecified)	11.1	15.6	-0.8	7.0	2.6	19.2	-2.8	12.4
Cc1cc(CN(C)C(=O)c2ccc3nc(Cc4ccccc4F)oc3c2)on1	-40.4	-26.5	-1.1	-2.2	-14.9	2.4	-3.5	3.7
CCc1ccc(NC(=O)C(C)Oc2nnc(-c3cccs3)c(-c3cccs3)n2)cc1 (stereo unspecified)	-17.4	-34.3	-2.9	25.3	-0.3	21.5	-2.3	-45.1
CN(C)c1cccc2c1c(NC(=O)Nc1ccc(F)cc1F)nn2C	-4.0	1.9	6.7	7.1	3.5	-4.2	-7.9	-5.0
CC(=O)O[C@H]1C[C@@]2(O)[C@@H](OC(=O)c3ccccc3)C3[C@@](C)([C@@H](O)C[C@H]4OC[C@@]34OC(C)=O)[C@@H](O)[C@H](OC(C)=O)C(=C1C)C2(C)C (stereo partly specified)	-5.5	7.0	-4.9	14.1	-3.8	-8.2	0.8	-0.7
O=C(N/N=C/c1cc2cc3c(cc2nc1Cl)OCO3)c1ccncc1	0.8	-15.2	-5.7	4.2	-8.0	6.9	-7.8	10.5
O=C(NCCc1ccccc1F)c1ccc2c(c1)OCCO2	76.3*	55.4*	80.3*	-10.9	69.0*	1.6	-12.6	6.1
O=C(NCc1ccc2c(c1)OCO2)C1CCN(c2ccc(S(=O)(=O)N3CCCC3)cc2)CC1	24.4	-4.1	-9.5	4.2	-35.6	-0.7	4.2	0.4
CCOc1ccc(S(=O)(=O)NCCC(=O)NC2CCC(C)CC2)cc1 (stereo unspecified)	-2.3	17.7	2.6	3.3	18.4	1.3	-1.0	12.0
Cc1oc(-c2ccccc2F)nc1CS(=O)(=O)CC(=O)NCCCN1CCN(C)CC1	5.6	-36.1	3.7	-11.5	-1.8	12.8	-8.2	-8.3
COc1cc(/C=C/C(=O)OCC(=O)Nc2ccc(S(N)(=O)=O)cc2)ccc1O	1.8	13.7	2.5	12.0	3.6	-36.4	-14.9	-5.1
O=C(NC(=S)Nn1cnnc1)c1ccccc1Cl	-6.0	23.8	-2.6	9.3	-2.6	-6.7	5.7	2.0
O=c1cc(O)nc(-c2ccccc2)s1	17.4	9.6	2.0	12.4	-3.0	-5.3	-13.5	7.9
CSc1ccccc1C(=O)NCCS(=O)(=O)N1CCN(c2ccc(F)cc2)CC1	12.2	9.0	-5.5	2.4	-12.2	3.3	2.7	-2.2

Just Apaf-1 inh, for some of the entries so far:
Compound	Apaf-1 inh
CN1CCN(C(=S)Nc2cc(S(=O)(=O)N3CCOCC3)ccc2Cl)CC1	-9.2
COc1ccc(S(=O)(=O)NNC(=O)c2sccc2-n2cccc2)cc1	6.8
CCc1c(C)nc2ncnn2c1NCCc1ccc(Cl)cc1	-0.1
O=C(NCCC1=CCCCC1)c1ccc(F)cc1	-5.3
C=CCn1c(C)c(C(C)=O)c(N2CCN(C(c3ccccc3)c3ccccc3)CC2)nc1=S	7.1
O=C1C2CC=CCC2C(=O)N1Cc1ccccc1 (stereo unspecified)	-0.5
Cc1ccc(C)c(NC(=O)CCC(=O)NNS(=O)(=O)c2ccc(Cl)cc2)c1	-3.0

(list continues)
SMILES	Jurkat NFkB inh	697 NFkB inh	SENP8 inh	CCR6 antag	Gli-Sufu block	Apaf-1 inh	EBI2 block	UBC13 polyUb
CC1CCCN(C(=O)c2ccc(NS(=O)(=O)c3ccc4[nH]c(=O)[nH]c4c3)cc2)C1 (stereo unspecified)	-2.3	1.8	-4.3	-2.0	6.2	-9.7	3.6	-5.2
Cc1ccc(S(=O)(=O)n2nc(OC(=O)c3c(F)cccc3Cl)cc2N)cc1	15.7	8.6	0.7	-1.1	4.3	5.5	-1.1	4.2
CCN(CC)C(=O)CN1C(=O)NC2(CCc3ccccc3C2)C1=O (stereo unspecified)	11.1	1.7	-2.3	5.0	-6.2	-0.2	-11.5	-4.2
Cc1ccccc1Cn1cnc2c(oc3ccccc32)c1=O	6.7	12.0	0.7	10.1	-2.0	-7.0	1.6	23.3
CCN(CC1CCCN(CCc2cccc(OC)c2)C1)C(=O)C=C(C)C (stereo unspecified)	-5.0	6.6	0.7	-0.2	20.5	-0.3	-1.2	4.6
CNC(=O)N(O)C1N(NC(=O)Nc2ccccc2)C(=S)SC1(C)C (stereo unspecified)	22.8	8.1	-5.1	-4.0	-11.5	-17.8	0.0	-0.8
Cc1nnc(SCc2nnc(-c3ccccc3Br)o2)n1-c1ccccc1	-2.9	-6.3	-6.7	2.4	-0.8	9.7	3.1	-5.9
Cc1nn(-c2ccc(F)cc2)c(C)c1NS(=O)(=O)c1ccc2ccccc2c1	4.3	-24.7	-9.8	1.7	3.0	7.0	-13.8	-6.2
N#Cc1cc2c(nc1Cl)CCCC2	19.5	2.5	3.5	-3.7	5.9	-0.2	-0.3	5.5
CN(C)S(=O)(=O)Nc1cccc(-c2cn3c(n2)SCC3)c1	3.5	6.9	0.4	-3.5	-1.0	-5.2	7.1	4.0
Cc1ccn2c(=O)nc(SCC(=O)N3CCC(Cc4ccccc4)CC3)nc2c1	-8.9	4.9	11.5	7.1	-2.7	14.9	-4.0	0.6
Cc1cc(SCC(=O)Nc2ccccc2C)nc(C)n1	1.8	9.2	-4.1	-13.9	-1.4	-2.0	-17.1	2.1
COc1ccc(N2Cc3cccc(C(=O)NC(C)CCc4ccco4)c3C2=O)cc1 (stereo unspecified)	13.9	8.4	6.1	25.2	-4.8	18.0	6.7	-33.5
O=C(NCC1(c2ccccc2)CCCC1)c1cccc(Br)c1	8.1	-2.9	-0.9	27.3	11.4	10.6	15.1	5.8

Source: PubChem BioAssay

The list is partial; count on the stated rates, not on these rows.
